# NRP1-CendR mod: modulators of CendR peptide binding to human neuropilin-1; FAM-RPARPAR peptide binding to NRP-1, fluorescence polarization; inhibition, % at 25 µM; 360,000 compounds, 0.85% hits; AID 602438;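 active = inhibition or corrected inhibition above about 18%, plus a signal ratio from 0.5 to 1.5, limit read from the data, passing the limit was not always enough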; note: strong numbers were not always called active
# Target sequence (O14786 whole entry, looked up): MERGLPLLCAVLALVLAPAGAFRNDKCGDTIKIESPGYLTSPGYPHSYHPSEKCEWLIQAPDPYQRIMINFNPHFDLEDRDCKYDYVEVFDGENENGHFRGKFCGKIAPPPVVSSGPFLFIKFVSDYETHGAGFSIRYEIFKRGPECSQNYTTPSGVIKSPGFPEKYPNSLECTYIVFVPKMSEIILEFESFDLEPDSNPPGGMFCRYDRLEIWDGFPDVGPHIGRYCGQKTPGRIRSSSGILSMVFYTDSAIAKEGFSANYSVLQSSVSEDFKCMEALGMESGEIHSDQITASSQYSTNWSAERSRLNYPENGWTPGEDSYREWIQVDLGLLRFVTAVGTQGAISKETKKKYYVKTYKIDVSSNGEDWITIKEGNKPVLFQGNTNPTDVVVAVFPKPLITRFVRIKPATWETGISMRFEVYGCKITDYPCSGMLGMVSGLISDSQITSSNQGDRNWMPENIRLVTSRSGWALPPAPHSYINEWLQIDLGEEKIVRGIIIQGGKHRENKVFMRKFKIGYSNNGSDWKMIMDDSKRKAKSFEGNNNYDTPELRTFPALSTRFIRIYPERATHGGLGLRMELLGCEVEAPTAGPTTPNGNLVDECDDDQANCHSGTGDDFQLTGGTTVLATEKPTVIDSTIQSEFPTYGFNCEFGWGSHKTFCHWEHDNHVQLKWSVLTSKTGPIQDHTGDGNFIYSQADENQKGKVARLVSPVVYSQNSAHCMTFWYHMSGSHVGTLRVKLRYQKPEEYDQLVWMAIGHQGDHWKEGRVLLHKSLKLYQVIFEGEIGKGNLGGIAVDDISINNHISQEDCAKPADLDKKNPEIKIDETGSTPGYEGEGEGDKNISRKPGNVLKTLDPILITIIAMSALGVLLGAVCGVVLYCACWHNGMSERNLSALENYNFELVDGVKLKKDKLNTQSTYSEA
# Tb MetRS inh: Trypanosoma brucei MetRS inhibition. purified T. brucei MetRS, ATP depletion, Kinase-Glo luminescence. inhibition, % at 11.9 µM. 360,000 compounds, 0.4% hits;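 active = inhibition above a per-plate cutoff of the control wells' mean inhibition plus 3 SD, cut at about 5.5% in these data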;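 note: 0% = DMSO wells median and 100% = median of wells with control inhibitor compound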
#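 Assay system: T. brucei methionyl-tRNA synthetase, purified | Medium: HEPES buffer with MgCl2, KCl, DTT, spermine, BSA, pyrophosphatase | Compound: 11.9 µM single point | Incubation: 15 min enzyme-compound preincubation, 2 h reaction, 10 min detection, 25 °C | Measured by: Kinase-Glo luciferase luminescence reporting remaining unconsumed ATP | Measure: % inhibition normalized to control-well medians | Replication: Singlicate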
# DNMT1 block: inhibitors of human DNMT1; DNMT1 molecular beacon, Hinp1I cleavage, fluorescence; P26358; 360,000 compounds, 0.83% hits; AID 588458; inhibition (reported as % activation of signal), % at 10 µM; in the data active = inhibition above about 50%
# NadD inh: inhibitors of Staphylococcus aureus NadD; AID 602399; inhibition, % at 20 µM; purified NadD enzyme, colorimetric absorbance read-out; 360,000 compounds, 0.78% hits; in the data active = inhibition above about 26%; note: some compounds past the cut are filed as inactive
# SKN-1 inh: blocks SKN-1 activity in C. elegans | C. elegans VP596 Pgst-4::GFP/RFP ratio, acrylamide-induced, 24 h | inhibition, % at 21.8 µM | 360,000 compounds, 0.49% hits;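 active = interference check ratio from 0.5 to 1.5 plus GFP to RFP signal ratio inhibition reaching or exceeding a fixed threshold, cut at about 30% in these data, passing the limit was not always enough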; note: some compounds called inactive have numbers as strong as hits
# Scp-1 inhibitor: Scp-1 (human) phosphatase inhibition; Recombinant Scp1, phosphopeptide, malachite green phosphate absorbance; inhibition, % at 20 µM; 340,000 compounds, 0.88% hits; AID 493091;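 active = inhibition above about 50% at 20 µM, limit read from the data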;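 note: plate controls were DMSO wells with enzyme for no effect and wells lacking enzyme for full effect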
# Target sequence (Q9GZU7 76-261 limits assumed): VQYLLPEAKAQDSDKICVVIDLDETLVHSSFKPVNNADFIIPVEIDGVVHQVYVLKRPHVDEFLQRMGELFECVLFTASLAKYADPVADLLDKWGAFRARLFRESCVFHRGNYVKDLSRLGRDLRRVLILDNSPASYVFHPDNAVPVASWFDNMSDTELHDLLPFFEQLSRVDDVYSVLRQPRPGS
#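 Test system: SCP-1 phosphatase catalytic domain, residues 76-261; measured by: colorimetric phosphate reagent with accelerator and stabiliser, absorbance at 630 nm; timing: enzyme reaction 45 min at room temperature, colour 5 min, stabilisation 30 min; also added: Phosphorylated 17-residue peptide substrate; compound dosing: one concentration, 20 µM, with 1.0% DMSO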
# Neddylation inh: cullin neddylation inhibition; P61081+Q13564; TR-FRET cullin neddylation, biochemical; calls only at 25 µM; 360,000 compounds, 0.58% hits; in the data active = inhibition above about 36%
# SUMO1 PPI mod: modulators of human SUMO1-mediated protein-protein interactions; P63165; SUMO1 binding to a labelled peptide, TR-FRET, 1 h; inhibition, % at 20 µM; 360,000 compounds, 0.33% hits; AID 602429; in the data active = inhibition above about 37%
# LMPTP inh: blocks human LMPTP phosphatase. P24666. recombinant LMPTP-A, OMFP fluorogenic substrate, fluorescence intensity. inhibition, % at 20 µM. 360,000 compounds, 0.22% hits. AID 651560;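 active = compounds that cut the enzyme signal by at least half of the control window in the single-dose screen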;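 note: plate controls were DMSO wells with enzyme plus substrate for no effect and substrate without enzyme for full effect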
#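 test system = LMPTP-A | amount = 0.625 nM LMPTP-A final | reagent = fluorogenic phosphatase substrate OMFP at 400 µM final | incubation = 50 min at room temperature | benchmarks = no-enzyme low control, uninhibited high control | medium = Bis-Tris pH 6.0, DTT, detergent | signal = fluorescence intensity of OMFP turnover product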
# STEP inh: blocks human striatal-enriched tyrosine phosphatase; recombinant STEP, OMFP fluorogenic substrate, fluorescence; inhibition, % at 20 µM; 360,000 compounds, 0.25% hits; P54829;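 active = inhibition at 20 µM, scaled per plate between control wells, above about 37%, limit read from the data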;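 note: 0% = DMSO with enzyme and substrate and 100% = substrate only without enzyme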
#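 material = STEP tyrosine phosphatase | reagent = fluorogenic phosphatase substrate OMFP at 25 µM final | doses = single compound dose of 20 µM, 1% DMSO final | schedule = 20 min reaction, room temperature, in the dark | measured by = fluorescence, 480/540 nm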
# An asterisk follows results filed as active; i = inactive; nt = not tested or not shown; + = active, no number.
SMILES,NRP1-CendR mod,Tb MetRS inh,DNMT1 block,NadD inh,SKN-1 inh,Scp-1 inhibitor,Neddylation inh,SUMO1 PPI mod,LMPTP inh,STEP inh
COc1ccccc1C(=O)Nc1ncc2c(n1)CC(c1ccco1)CC2=O (stereo not drawn),4,-0.3,-3,-3,24,8,i,23,25,2
COCCN(C/C=C/c1ccccc1)C/C=C/c1ccccc1,-4,-1.0,-1,-12,1,-4,i,-1,-5.0,1
O=C(CSc1nnc(CCc2nc3ccccc3[nH]2)n1-c1ccccc1)NCc1ccccc1,-18,6.2*,0,0,4,3,i,2,0.9,2
COc1ccc(-n2nnnc2SCC(=O)N2CCCc3ccccc32)cc1OC,-3,0.2,1,-5,0,-13,i,0,0.2,0
Cc1ccc(S(=O)(=O)N2c3ccccc3CC2C)cc1 (stereo not drawn),-5,-1.5,11,-8,3,-3,i,3,4.8,0
O=C(CN(c1ccccn1)S(=O)(=O)c1ccccc1)Nc1ccccc1,7,-0.1,-1,-4,-11,-6,i,0,0.4,-1
Brc1ccc(CSc2ncn[nH]2)cc1,-2,-0.4,0,3,-11,51*,i,-1,-0.3,6
CC(=O)Nc1nc(CC(=O)c2ccccc2)cs1,-12,-0.1,0,0,-23,-7,i,-1,0.8,-1
CN(C)c1ccc(C(=O)c2ccccc2C(=O)O)c(O)c1,6,0.1,2,-1,5,-9,i,1,-1.0,-3
Cc1ccc(S(=O)(=O)N2CCC(C(=O)N[C@@H](C)C(=O)Nc3ccc4c(c3)OCO4)CC2)cc1,3,-1.0,-16,0,5,-20,i,-2,-0.3,-13
NS(=O)(=O)c1cc2c(cc1Cl)NC(C1CC3C=CC1C3)NS2(=O)=O (stereo not drawn),-6,-0.6,-1,-1,-15,-6,i,6,4.2,-1
COc1ccc(N(CC(=O)NCCc2ccc(S(N)(=O)=O)cc2)S(=O)(=O)c2c(C)noc2C)cc1,-2,-0.1,2,-5,5,0,i,-7,0.1,1
C=C1CCC[C@]2(C)C[C@H]3OC(=O)C(CNC(C)CCCC(C)C)[C@H]3CC12 (stereo partly drawn),0,-0.9,0,-6,-9,0,i,-3,-4.1,0
CC1CCCCN1CCCNc1ccc(C(CC(N)=O)NC(=O)Cc2ccc(Cl)cc2)cc1[N+](=O)[O-] (stereo not drawn),-8,0.1,0,-6,-6,-11,i,-21,-3.1,2
Cc1ccc(NC2c3ncccc3C(=O)N2Cc2cccs2)cc1C (stereo not drawn),-10,0.5,-3,-1,1,-2,i,18,0.4,-5
Cc1ccccc1NC(=S)NCc1ccc(F)cc1,-3,-1.2,1,-6,-23,9,i,0,0.4,0
COc1ccccc1OCC(=O)NCC(C)NC(=O)COc1ccccc1OC (stereo not drawn),-6,0.9,1,-5,13,-6,i,2,-1.3,-2
O=C1NC[C@H](CCCCN2CCN(CCC3CCCCC3)C(=O)C2=O)N(CC2CCCCC2)C1=O,-13,-0.2,nt,4,15,nt,i,-2,1.2,nt
O=C(N/C(=C/c1ccc(Br)cc1)C(=O)N1CCOCC1)c1ccc(Br)o1,4,0.0,3,-5,-5,-5,i,-7,-0.5,-3
COc1ccc(/C=N/c2oc(-c3ccccc3)cc2C#N)cc1OC,-9,-1.1,-7,-1,21,0,i,-3,-4.0,2
COc1ccccc1-c1cc(N)n[nH]1,-1,-1.1,1,-2,-1,3,i,-5,-1.9,-4
O=C/C(=C\Nc1ccccn1)c1nc2ccccc2o1,-12,-0.4,1,-5,6,0,i,-21,1.4,0
COc1ccc(CNC(=O)C2CCN(S(=O)(=O)c3ccc4c(c3)NC(=O)C(C)S4)CC2)cc1 (stereo not drawn),-34,-0.7,-1,-1,19,-5,i,3,-1.3,-2
CCOC(=O)CNc1cccc(C(F)(F)F)c1,7,-0.4,3,-2,-7,-7,i,6,0.5,0
O=C(Nc1ccc(Cl)cc1)Nc1ccccn1,-10,1.8,4,-5,25,-5,i,4,0.5,-1
Cc1nc(/N=C(\N)NC(=O)N2c3ccccc3Sc3ccccc32)nc2ccccc12,4,0.1,-5,31*,5,19,i,-2,1.6,1
CSc1ccccc1NC(=O)C1=CC(c2ccc(C)cc2)=NS(=O)(=O)N1C,1,0.3,-8,0,1,-12,i,-27,1.7,0
CN1C(=O)C(C)(C)c2cc(S(=O)(=O)N3CCC(C(=O)Nc4ccc(Cl)cc4)CC3)ccc21,-8,-0.2,-1,3,-11,-10,i,-2,1.4,2
CC(=O)NC1=NN(C(C)=O)C(C)(c2ccc(Br)cc2)S1 (stereo not drawn),-6,0.3,0,1,-1,-16,i,12,0.5,-1
COc1cccc(OC)c1C(=O)Nc1ccc(S(=O)(=O)Nc2cc(C)nc(C)n2)cc1,-2,-0.3,0,-2,-7,-4,i,1,-1.0,1
Cc1cc(N2CCOCC2)nc2ccc(NC(=S)NCCC(C)C)cc12,1,-0.8,-10,2,-7,-2,nt,-12,1.8,1
CN(Cc1ccccc1)C(=O)CCSc1nc(-c2ccc3c(c2)OCO3)cc(C(F)(F)F)n1,-4,-0.6,-8,0,-31,-4,nt,3,7.0,5
COCCN(C(=O)COC(=O)c1cccc2ccccc12)c1c(N)n(Cc2ccccc2)c(=O)[nH]c1=O,-9,-0.4,2,2,0,-8,i,-6,0.3,-2
NC(=O)C1CCN(C(=O)CCC(=O)c2ccc(F)cc2)CC1,0,-1.0,-2,7,17,-4,i,-4,1.7,-2
O=C(Nc1cccc(CCc2ccccn2)c1)c1cc(F)c(F)cc1Cl,2,-0.4,3,-6,8,-2,i,0,-1.1,1
O=S(=O)(c1ccc(OC(F)(F)F)cc1)N1CCC(O)(c2cccc(C(F)(F)F)c2)CC1,0,-0.1,-4,-3,11,-14,i,5,2.5,-1
Cc1sc(NC(=S)NC(=O)c2ccc(C(C)(C)C)cc2)c(C#N)c1C,9,-0.1,-3,-1,11,-8,i,5,2.6,2
Cc1ccc(S(=O)(=O)NCC(=O)N(CCc2ccccc2)CC(=O)NCc2ccco2)cc1,0,-1.1,-5,1,6,4,i,2,-0.2,-2
CC1(C)C(=O)Nc2ccccc2N1C(=O)CN1C(=O)c2ccccc2C1=O,9,0.1,0,-4,6,5,i,-12,0.7,-2
Cc1ccc(C(=O)CNc2cc(C)ccc2C)cc1,-7,-0.3,7,-5,-11,-2,i,3,-0.7,3

# Arranged by count of non-hydrogen atoms (low to high): part of the list above
SMILES,NRP1-CendR mod,Tb MetRS inh,DNMT1 block,NadD inh,SKN-1 inh,Scp-1 inhibitor,Neddylation inh,SUMO1 PPI mod,LMPTP inh,STEP inh
Cc1ccc(C(=O)CNc2cc(C)ccc2C)cc1,-7,-0.3,7,-5,-11,-2,i,3,-0.7,3
NC(=O)C1CCN(C(=O)CCC(=O)c2ccc(F)cc2)CC1,0,-1.0,-2,7,17,-4,i,-4,1.7,-2
O=C(Nc1cccc(CCc2ccccn2)c1)c1cc(F)c(F)cc1Cl,2,-0.4,3,-6,8,-2,i,0,-1.1,1
CN(Cc1ccccc1)C(=O)CCSc1nc(-c2ccc3c(c2)OCO3)cc(C(F)(F)F)n1,-4,-0.6,-8,0,-31,-4,nt,3,7.0,5
COCCN(C(=O)COC(=O)c1cccc2ccccc12)c1c(N)n(Cc2ccccc2)c(=O)[nH]c1=O,-9,-0.4,2,2,0,-8,i,-6,0.3,-2

# Next part:
SMILES,NRP1-CendR mod,Tb MetRS inh,DNMT1 block,NadD inh,SKN-1 inh,Scp-1 inhibitor,Neddylation inh,SUMO1 PPI mod,LMPTP inh,STEP inh
O=C(Nc1ccc(-c2nc3ccccc3[nH]2)cc1)c1ccc(N2C(=O)CCC2=O)cc1,0,-0.6,0,11,-8,4,i,3,50,7
CC(=O)Nc1nc(C)c(-c2csc(Nc3cccc(C(C)=O)c3)n2)s1,2,-0.1,-20,5,13,-8,i,-1,2.4,-2
CCN(CC)CCCNC(=O)Cn1cc2c(n1)CCC(C)C2 (stereo not drawn),-5,-1.0,0,-2,13,-8,i,3,-2.0,-2
Cc1cccc(N2CCN(c3ccc(N4C(=O)CCCC4=O)cc3[N+](=O)[O-])CC2C)c1 (stereo not drawn),1,0.4,0,-3,-6,-4,i,-21,-0.6,2
Clc1ccc(SCCCCN2CCNCC2)cc1,-2,0.1,0,-7,-3,-9,i,-1,-6.4,2
O=C(NCCOc1ccccc1)c1ccc2n[nH]nc2c1,-14,-0.2,-8,-4,3,-6,i,1,-1.0,3
COc1ccc(CNc2nc3ccccc3n2CCN2CCOCC2)cc1,-5,0.1,5,-5,4,0,i,-1,4.4,3
CC(C)(C)[C@H]1C=C(C(=O)NCc2ccccc2)O[C@@H](OCc2ccc(CO)cc2)C1,14,-0.3,0,-6,21,-10,i,-2,0.1,1
COc1cc(OC)cc(-c2noc([C@H]3C[C@H](O)[C@@H](CO)O3)n2)c1,5,-0.3,4,-4,4,nt,i,-2,-0.1,-2
O=C(CSCc1c(Cl)cccc1Cl)Nc1ccccc1-c1ccccc1,6,-0.1,-4,-5,1,-16,i,7,3.2,0
C#CC[N+]1(CC#Cc2ccc(C#CC[N+]3(CC#C)CCOCC3)cc2)CCOCC1,6,-1.4,-29,-1,1,3,i,2,1.8,-7
Cc1cccc(C(=O)Nc2nc3ccc(S(C)(=O)=O)cc3s2)c1,8,-0.8,11,-8,16,0,i,-22,-0.1,-1
CCOC(=O)N1CCN(C(=O)c2nc3ccccc3s2)CC1,8,-0.7,5,2,4,0,i,1,-1.1,1
CC(C)(C)OC(=O)N1CCC(CNC(=O)c2cccs2)CC1,-8,-0.1,0,-9,15,-7,i,5,-0.4,-1
COc1ccc(-c2cnc3cccnn23)cn1,0,-0.1,5,1,20,nt,nt,-16,-0.6,0
O=C(Cn1ccccc1=O)NCc1ccc(F)cc1,1,-0.4,4,-2,1,-3,i,6,-0.7,-5
COc1cccc(C(=O)NNC(=O)c2ccc3ccccc3c2O)c1,12,-0.5,-2,-7,-4,-16,i,-23,1.6,1
CCn1c(C)cc(=O)cc1-c1ccc(Cl)cc1,-3,-1.1,0,-2,-13,-5,i,4,-1.9,-4
CC(=O)c1ccc(NC(=O)CSc2nnc(-c3ccncc3)o2)cc1,13,-0.4,0,-7,-7,-4,i,0,-0.3,-3
Cc1ccc(-c2nnc(N(C)C(=O)C3CCCO3)s2)cn1 (stereo not drawn),-20,0.1,14,-1,6,3,i,-2,-2.7,1
Cc1cc(C)c(O)c(CN(C)Cc2cc(Cl)cc(Cl)c2O)c1,-26,-0.2,-8,1,5,-2,+,23,1.0,3
O=C(CN(Cc1ccccc1Cl)C(=O)c1csnn1)NCc1ccc2c(c1)OCO2,-1,0.3,2,-3,0,1,i,0,-1.0,0
Cc1c(C(=O)N/N=C/c2ccc(N3CCOCC3)cc2)nc2ccccn12,17,-0.9,2,-10,0,6,i,-11,-0.7,-2
Cc1ccc(NNC(=O)CCc2ccccc2)c(C)c1,-12,-0.9,6,-2,-1,7,i,1,0.4,-1
